Source: PubChem (several laboratories)
hiPSC survival – increases survival of single human iPS cells. hiPSC single-cell survival, ATPlite luminescence; 100% = ROCK inhibitor wells, 0% = DMSO. survival enhancement, % at 20 µM. 0.044% of 360,000 active. AID 602274; in the data active = survival enhancement above about 18%;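 also: cells exposed to compounds for 16 hours before the ATP read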
ABHD5-PLIN5 inh – blocks binding of human ABHD5 to perilipin-5; Q00G26+Q8WTS1; 0.78% of 360,000 active; Split G. princeps luciferase complementation, luminescence, 4 h; inhibition, % at 4 µM;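 active = inhibition above the mean inhibition across every tested compound plus 3 SD, cut at about 22% in these data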;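 also: 0% = DMSO only wells and the 100% control is not disclosed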
ABCB6 inh MLPCN – blocks the human ABCB6 transporter; K562-ABCB6 porphyrin accumulation, flow cytometry, 1 h; stronger effect = lower value; Q9NP58; fluorescence ratio to DMSO, % at 10 µM; 0.19% of 360,000 active; AID 602162;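 active = fluorescence ratio to DMSO below 75%, the collection mean minus 3 SD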;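 also: signal is porphyrin accumulated inside mitochondria; 100% equals median channel fluorescence of DMSO control wells; lower ratio means ABCB6 inhibition with less porphyrin fluorescence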
Target sequence (Q9NP58 whole entry, looked up): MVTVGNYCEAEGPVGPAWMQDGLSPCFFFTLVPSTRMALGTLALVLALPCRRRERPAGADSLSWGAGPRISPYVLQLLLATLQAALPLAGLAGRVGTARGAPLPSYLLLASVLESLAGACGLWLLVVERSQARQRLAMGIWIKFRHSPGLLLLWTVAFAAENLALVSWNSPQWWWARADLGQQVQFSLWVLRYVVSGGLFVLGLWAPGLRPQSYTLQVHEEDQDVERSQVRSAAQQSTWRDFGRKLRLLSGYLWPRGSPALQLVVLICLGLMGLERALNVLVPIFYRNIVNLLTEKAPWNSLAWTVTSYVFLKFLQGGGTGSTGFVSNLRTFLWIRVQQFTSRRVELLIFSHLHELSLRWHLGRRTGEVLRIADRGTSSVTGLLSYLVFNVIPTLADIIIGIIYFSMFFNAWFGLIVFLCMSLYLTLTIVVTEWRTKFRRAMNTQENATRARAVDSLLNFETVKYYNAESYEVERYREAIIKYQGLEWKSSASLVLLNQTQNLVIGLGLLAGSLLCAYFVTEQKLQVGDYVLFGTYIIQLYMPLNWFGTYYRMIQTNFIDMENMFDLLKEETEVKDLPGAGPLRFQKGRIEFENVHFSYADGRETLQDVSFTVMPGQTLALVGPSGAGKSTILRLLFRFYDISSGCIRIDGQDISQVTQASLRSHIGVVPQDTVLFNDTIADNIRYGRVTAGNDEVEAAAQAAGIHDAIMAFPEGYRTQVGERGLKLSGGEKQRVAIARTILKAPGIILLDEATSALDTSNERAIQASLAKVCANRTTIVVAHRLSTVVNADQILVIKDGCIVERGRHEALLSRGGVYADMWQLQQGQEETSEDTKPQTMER
Glyco luc inh – blocks N-linked glycosylation in D54 reporter cells; D54 ERlucT glycosylation luciferase reporter, 24 h; percent of 100 nM tunicamycin response; reporter increase, % at 12.5 µM; 0.23% of 360,000 active;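 active = mean luciferase reporter signal, scaled so untreated is 0 and the glycosylation-blocking control 100, at or above a set limit in every replicate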;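 also: luciferase carries N-glycosylation sites so blocking glycosylation raises the light; 0% = median of neutral control wells and 100% = median of 100 nM tunicamycin wells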
aDG glyco up – alpha-DG glycosylation activation. Pro5-aDG cells, alpha-DG glycosylation AlphaScreen (IIH6); 0% Pro5, 100% B10-LARGE cell signal. activation, % at 10 µM. 0.22% of 360,000 active;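 active = activation of at least 8% versus controls, or a plate z-score of at least 8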;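 also: Pro5 are CHO cells carrying HIG-tagged alpha-DG that lacks glycosylation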
HTR2A ag – mouse HTR2A agonism via beta-arrestin recruitment | P35363 | CHO-K1 mHTR2A beta-arrestin complementation, luminescence; percent of 30 µM serotonin response | activation, % at 7.6 µM | 0.66% of 360,000 active | AID 624169;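 active = activation above a run cutoff, the mean activation of all tested compounds plus 3 SD, cut at about 14% in these data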;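 also: 0% = plate median of compound wells and 100% = 30 µM serotonin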
MC4R barr agon – agonists of human melanocortin 4 receptor (MC4R) beta-arrestin; P32245; U2OS MC4R beta-arrestin complementation, luminescence; percent of melanotan II response, DMSO zero; activation, % at 8.9 µM; 0.98% of 360,000 active;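 active = activation above a per-plate cutoff, the mean activation of sample wells on that plate plus 3 SD, cut at about 8% in these data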
Exocytosis inh – blocks lytic granule exocytosis. TALL-104 LAMP-1 surface exposure, flow cytometry; cells stimulated with thapsigargin and PMA. inhibition, % at 10 µM. 0.66% of 360,000 active;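 active = inhibition above about 55%, limit read from the data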
Cardio protect – protects H9c2 cardiomyocytes from peroxide injury; protection from H2O2 cell death, % at 20 µM; AID 588492; 0.63% of 360,000 active; H2O2 injury protection, ATPLite, 2 h;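 active = compounds giving at least 50% protection of heart cells from peroxide-induced death in the single-dose screen, raw or plate-pattern-corrected value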;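 also: 0% = DMSO wells with peroxide and 100% = DMSO wells without peroxide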
MC4R antag cAMP – human MC4R antagonism in cAMP assay. P32245. AID 540295. 0.48% of 360,000 active. inhibition, % at 6.5 µM. MC4R-expressing cells, MTII-stimulated cAMP, LANCE TR-FRET;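 active = inhibition above its plate's cutoff, the mean of tested wells on that plate plus 3 SD, cut at about 29% in these data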;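 also: 0% = Melanotan II alone and 100% = Melanotan II plus saturating MCL0020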
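Material – human MC4R-expressing U2OS cells · Repeats – no replicates · Detection – TR-FRET with Eu-cAMP and labeled anti-cAMP, 671 nm · Times – compound 30 min, challenge 1 h, detection 1 h · Compound – single nominal compound dose of 6.5 µM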
The depositor's hits bear a star; x = no result given; & = joins results of further samples.

SMILES | hiPSC survival | ABHD5-PLIN5 inh | ABCB6 inh MLPCN | Glyco luc inh | aDG glyco up | HTR2A ag | MC4R barr agon | Exocytosis inh | Cardio protect | MC4R antag cAMP
CC(=O)c1cccc(NC(=O)CN2C(=O)c3ccccc3C2=O)c1 | 1.3 | -2 | 102 | 0 | -0.2 | -5 | -1.8 | -2 | 2 | 3
COc1nc(NCC(C)C)nc(Oc2ccc(=O)n(-c3ccccc3)n2)n1 | 0.6 | 1 | 100 | 1 | 0.3 | -6 | 1.3 | 3 | 2 | 18
CC(C)(C)[C@H](NC(=O)c1ccc(N)c(Cl)c1)C(=O)N1CCC[C@H]1C(=O)N[C@H](C#N)CC(=O)O | -0.8 | 3 | 101 | 3 | -0.2 | 12 | -0.9 | 10 | 1 | 1
CC1=CC(C)(C)Nc2ccc(OC(=O)CN3C(=O)c4ccccc4C3=O)cc21 | -2.1 | 66* | 96 | 3 | 0.3 | 0 | 0.8 | 2 | -19 | 16
CN(C(=O)Nc1ccccc1)n1cnc2ccccc2c1=O | 0.4 | 15 | 96 | 4 | 0.0 | 0 | -2.5 | -4 | 18 | 10
NS(=O)(=O)c1ccc(NC(=O)COC(=O)C23CC4CC(CC(C4)C2)C3)cc1 | -1.2 | -3 | 78 | -2 | -0.1 | 1 | -1.1 | -9 | -1 | 6
COc1ccccc1C(=O)Nc1ccc(C(=O)N2CCCC2)cc1 | -0.1 | -2 | 103 | 1 | 0.3 | -3 | -0.6 | -6 | -4 | 6
O=C(O)c1cc(-c2cccs2)nn1-c1cccc(Cl)c1 | 0.2 | 4 | 97 | -2 | 0.5 | -1 | 0.4 | 0 | 1 | 12
Cc1nn(C(=O)c2cccc([N+](=O)[O-])c2)c(C)c1Cl | -0.5 | -6 | 91 | 2 | 0.2 | 1 | -2.6 | -4 | 4 | -3
Cc1cc(C)c(NC(=S)N2CCC(N(C)CC3CCCO3)CC2)c(C)c1 (stereo not drawn) | 1.0 | -2 | 105 | 1 | -0.2 | -3 | -0.5 | -1 | -2 | -1
CN(C)c1ccc(C(=O)Nc2nnc(C3=COCCO3)o2)cc1 | -0.5 | 4 | 89 | 2 | 0.0 | 1 | -2.0 | 2 | -7 | 1
COc1ccc(N2CCN(C(=O)c3ccc(-c4nc5ccccc5s4)o3)CC2)cc1 | -0.3 | -8 | 93 | -2 | -0.3 | 1 | 0.4 | 1 | -2 | 2
Cc1ccc(S(=O)(=O)N2CCC(C(=O)NCCN3CCOCC3)CC2)cc1 | 4.5 | 7 | 93 | 0 | 2.1 | 4 | -0.1 | 0 | 5 | 5
C[C@@H]1CN([C@@H](C)CO)C(=O)c2cc(NS(C)(=O)=O)ccc2O[C@@H](C)CCCCO[C@H]1CN(C)C(=O)Nc1ccc2c(c1)OCO2 | -0.4 | -2 | 101 | -1 | 0.0 | 8 | -0.8 | 2 | 5 | 4
COc1ccc(NC(=O)CCNC(=O)c2ccco2)cc1S(=O)(=O)N(C)C | 1.3 | -4 | 101 | 2 | 0.0 | -3 | -1.3 | 2 | 0 | 6
CCc1cc(-c2cnnn2Cc2ccccc2)ccc1-c1cn(CC(C)C)nn1 | 6.1 | 13 | 96 | -2 | -0.1 | -6 | 3.0 | 5 | -14 | 12
Cc1cc(=O)[nH]c(SCC(=O)c2ccc(O)c(O)c2)n1 | -0.6 | 2 | 98 | 2 | -0.1 | 12 | -2.4 | 0 | 3 | 9
C=CCn1c(SCc2nc3sc4c(c3c(=O)[nH]2)CCCC4)nc2ccccc2c1=O | -1.6 | -1 | 98 | -3 | 0.2 | -2 | 4.5 | -2 | -3 | 2
O=C(CNC(=O)Cc1ccccc1)NCC(=O)OCC(=O)c1ccc(Cl)cc1 | -1.8 | 8 | 103 | 1 | -0.1 | -3 | 2.0 | 1 | 9 | 12
COc1ccc(S(=O)(=O)N2CCN(C(=O)N3CCOCC3)C2C)cc1 (stereo not drawn) | -0.7 | 1 | 99 | -2 | -0.1 | 7 | -0.2 | -10 | 2 | -2
O=C1c2ccccc2C(c2nnnn2Cc2ccccc2)N1Cc1ccc2c(c1)OCO2 (stereo not drawn) | -0.4 | -4 | 91 | x | 0.0 | 1 | x | -4 | x | x
Cc1[nH]c2ccccc2c1C(=O)CSc1ncn[nH]1 | -2.9 | 3 | 87 | 2 | 0.1 | 3 | -2.1 | 3 | 5 | -5
OCc1nc2ccccc2n1CCOc1ccccc1 | 0.3 | -6 | 101 | 1 | 0.1 | -7 | 1.0 | -11 | -4 | 0
O=S(=O)(c1cccc(S(=O)(=O)N2CCOCC2)c1)N1CCCCCC1 | 1.5 | 0 | 88 | -1 | -0.1 | 2 | -2.2 | -12 | 11 | 4
NCCN1C(=O)S/C(=C\c2ccc3c(c2)OCO3)C1=O | 0.3 | -5 | 97 | -4 | -0.1 | -1 | -0.1 | 49 | 5 | 0
O=C(Nc1ccc2c(c1)OCCO2)C(=S)NCc1ccccc1 | -0.8 | -1 | 96 | -2 | -0.1 | -2 | -1.6 | -4 | 10 | 12
CN(C)C(=O)c1snnc1-c1ccccc1 | 4.8 | 1 | 87 | 3 | 0.3 | 18* | 0.0 | 3 | 2 | 5
O=C(NC1CCSc2ccccc21)c1cccc(OC(F)F)c1 (stereo not drawn) | -0.6 | 2 | 101 | -2 | -0.1 | -6 | 0.8 | -1 | -4 | 5
O=C(NC1CCCCC1)c1ccc(S(=O)(=O)c2ccccc2)cc1 | -0.1 | -2 | 100 | -5 | -0.2 | -3 | -1.1 | 3 | 1 | 0
Brc1ccc(OCc2ccccc2)c(CNCc2ccncc2)c1 | 6.7 | 9 | 81 | -4 | 0.1 | -6 | 0.5 | 10 | 26 | -1
COC(C(=O)C(O)C(C)O)C1Cc2cc3cc(OC4CC(OC5CC(O)C(O)C(C)O5)C(O)C(C)O4)c(C)c(O)c3c(O)c2C(=O)C1OC1CC(OC2CC(OC3CC(O)C(OC)C(C)O3)C(O)C(C)O2)C(O)C(C)O1 (stereo not drawn) | -2.2 | -3 | 107 | -7 | 0.0 | -4 | -2.2 | -5 | 8 | 0
CCCNCC1C(Oc2ccc(Cl)cc2)C(=O)N1c1ccccc1C (stereo not drawn) | 0.9 | 10 | 96 | -1 | 1.2 | 2 | 2.0 | 5 | 11 | 16
CC1=NNC(=O)C1CC(=O)N/N=C(\C)c1cccs1 (stereo not drawn) | -0.8 | 7 | 97 | -1 | 0.1 | 7 | 0.4 | 0 | 6 | -5
CCCCN(C=O)c1c(CC)nc2ccc(C(=O)NCc3cccs3)cn12 | 2.0 | 1 | 92 | -1 | -0.2 | -1 | -0.9 | -4 | 22 | 7
O=C(Nc1ccc2nc(-c3ccco3)c(-c3ccco3)nc2c1)NC1CC1 | -1.1 | 26* | 93 | 0 | 0.1 | -3 | 0.1 | -1 | 6 | -15
O=C(Nc1cccc(Cl)c1)c1cc(-c2ccco2)on1 | -0.5 | -3 | 102 | 1 | 0.1 | -1 | 1.5 | -20 | -13 | 2
Nc1ccc2nc(SCC(=O)N3CCN(c4ccccc4)CC3)sc2c1 | 1.0 | -7 | 89 | -1 | 0.0 | -2 | 1.2 | -3 | 6 | 19
CCCN1CCC(NC(=O)c2cccc(Oc3ccccc3)c2)CC1 | -0.3 | 5 | 99 | -1 | -0.1 | 2 | -0.2 | -1 | 6 | 2
CCN(CC)CCNC(=O)C(=O)NCC1OCCN1S(=O)(=O)c1ccc(Cl)cc1 (stereo not drawn) | 0.9 | 5 | 92 | -2 | -0.2 | 3 | -2.5 | 2 | -4 | -3
Cc1cccc(NC(=O)Nc2ccc(Cl)cc2)n1 | 0.2 | 3 | 101 | 0 | 0.1 | 0 | 2.6 | 2 | -2 | 6
CCc1ccc(C(=O)NN(C(=O)c2ccc(CC)cc2)C(C)(C)C)cc1 | -0.8 | -8 | 101 | -4 | 0.0 | -2 | 2.4 | 14 | 0 | 14
CCO[C@H]1OC(C(=O)N2CCCCCCC2)=C[C@@H](C)[C@@H]1CCCO | 5.8 | -8 | 101 | 4 | 0.0 | -1 | -0.8 | 5 | 1 | 6
O=C(NNC(=O)c1ccccc1F)c1ccc2nc[nH]c2c1 | -0.4 | 2 | 98 | 0 | -0.1 | 5 | -2.7 | -6 | 2 | 8
CN1CCCN(C(=O)CSc2ccccc2)CC1 | -0.5 | 6 | 101 | -1 | -0.1 | -4 | -2.2 | 11 | -7 | -6
CN(C(=O)c1cccc(NC(=O)Cc2cccc(NC(=O)C3CCCN(C(=O)C4CCC4)C3)c2)c1)C1CC1 (stereo not drawn) | 3.5 | 10 | 98 | 1 | 0.1 | 1 | -1.5 | -6 | -15 | 5
CCC1CCCCN1CCCNC(=O)c1cn(C)c2ccc(S(=O)(=O)N3CCOCC3)cc2c1=O (stereo not drawn) | 0.6 | -6 | 98 | 2 | -0.3 | 2 | -0.5 | 0 | 2 | 17
CCSc1nc(-c2ccc(OC)cc2)cc(-c2ccccc2)c1C#N | 1.9 | -4 | 99 | -3 | 0.3 | -1 | 3.0 | -2 | -8 | 8
O=C(c1ccccc1)c1ccc[nH]1 | 6.0 | -6 | 107 | 0 | 0.0 | -3 | 2.0 | -1 | 4 | -4
C[C@@H]1C(c2cccc(Cl)c2)=NN(c2ccccc2)[C@H]1C(=O)N1CCOC1=O | 2.6 | -15 | 99 | 0 | 0.1 | 2 | 5.2 | -2 | -8 | 9
COc1ccc(/C=C/C(=O)NCC(=O)N/N=C(\C)Cc2ccccc2)cc1 | -0.1 | 0 | 101 | -3 | -0.1 | 5 | -1.0 | 5 | -3 | 1
The results go on.
SMILES | hiPSC survival | ABHD5-PLIN5 inh | ABCB6 inh MLPCN | Glyco luc inh | aDG glyco up | HTR2A ag | MC4R barr agon | Exocytosis inh | Cardio protect | MC4R antag cAMP
Fc1ccc([C@@H]2CCNC[C@H]2COc2ccc3c(c2)OCO3)cc1 | -3.6&-4.7&-5.2 | 4&9&6 | 98&93&97 | 4&6&4 | 0.5&1.3&0.3 | 3&0&-4 | 3.0&3.1&4.4 | 3&7&12 | 7&5&-23 | -5&-4&5
Cc1ccc(CCNC(=O)C2CC(c3cc(C(F)(F)F)cc(C(F)(F)F)c3)=NO2)cc1 (stereo not drawn) | 3.6 | 4 | 96 | 5 | 0.0 | 2 | 2.6 | 6 | -3 | 1
O=C(CNC(=O)c1ccc(Br)o1)NNC(=O)c1ccc(Br)cc1 | 0.8 | 1 | 96 | 3 | 0.1 | -4 | 1.5 | 5 | -4 | 2
CCOC(=O)CNC(=O)CN1C(=O)CCS(=O)(=O)c2ccccc21 | 0.6 | 2 | 111 | 0 | 0.0 | 1 | -0.1 | 0 | 14 | -2
S=c1[nH]ncn1/N=C/c1ccccn1 | 3.0 | -8 | 98 | 2 | -0.1 | 5 | -1.7 | -4 | -2 | 0
CCCCn1c(=O)c(CCC(=O)OCC(=O)Nc2cccc3ccccc23)nc2ccccc21 | 3.3 | -1 | 90 | 2 | 0.0 | -2 | -1.7 | -1 | 1 | 8

Rows were taken by chance. Share with any hit: about 4.5%.
